OXTR ag: human OXTR agonism | P30559 | CHO-OTR cells, Fluo-8 calcium fluorescence; normalized: DMSO 0%, oxytocin 100% | activation, % at 3 µM | 320,000 tested, 0.32% active;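 active means activation above the mean of all tested compounds plus 3 SD, cutoff set per screening run, cut at about 20% in these data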;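 further: peak over basal fluorescence ratio from a 100 s FLIPR kinetic read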
Target sequence (P30559 whole entry, looked up): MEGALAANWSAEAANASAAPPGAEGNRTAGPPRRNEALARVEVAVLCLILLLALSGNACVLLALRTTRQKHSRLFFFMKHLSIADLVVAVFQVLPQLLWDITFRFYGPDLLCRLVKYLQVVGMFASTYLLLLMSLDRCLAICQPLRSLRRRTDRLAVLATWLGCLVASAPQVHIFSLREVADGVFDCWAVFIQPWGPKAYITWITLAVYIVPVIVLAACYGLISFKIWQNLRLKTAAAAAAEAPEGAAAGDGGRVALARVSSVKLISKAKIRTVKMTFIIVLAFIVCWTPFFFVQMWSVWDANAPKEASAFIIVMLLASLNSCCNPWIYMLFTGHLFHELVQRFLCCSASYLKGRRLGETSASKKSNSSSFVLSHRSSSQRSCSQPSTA
CHO parental Ca: signal in parental CHO cells, OX1R antagonist counter-screen; parental CHO-K1, ATP-induced calcium, Fluo-8 fluorescence; inhibition, % at 5.6 µM; 330,000 tested, 0.63% active; AID 463079;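 active means inhibition above that plate's mean sample inhibition plus 3 SD, cut at about 26% in these data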;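 further: 0% = ATP-challenged DMSO wells and 100% = DMSO wells without ATP; some compounds past the cut are filed as inactive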
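Measured by: calcium-sensitive Fluo-8 fluorescence / Test system: CHO parental line / Controls: ATP-challenged DMSO wells low, unchallenged DMSO wells high / Measure: % inhibition / Compound: single nominal dose of 5.6 µM per compound / Replicates: single well per compound, no replicates / Reagent: ATP as calcium-mobilizing challenge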
TAAR1 antag: antagonists of human TAAR1; Q96RJ0; CHO RD-HGA16 TAAR1, Fluo-8 calcium fluorescence, antagonist; inhibition, % at 3 µM; 360,000 tested, 1.5% active;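 active means inhibition above a per-plate cutoff, the mean inhibition of test compounds on that plate plus 3 SD, cut at about 49% in these data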;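 further: 0% = DMSO plus EC80 beta-PEA response and 100% = DMSO alone without agonist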
Target sequence (Q96RJ0 whole entry, looked up): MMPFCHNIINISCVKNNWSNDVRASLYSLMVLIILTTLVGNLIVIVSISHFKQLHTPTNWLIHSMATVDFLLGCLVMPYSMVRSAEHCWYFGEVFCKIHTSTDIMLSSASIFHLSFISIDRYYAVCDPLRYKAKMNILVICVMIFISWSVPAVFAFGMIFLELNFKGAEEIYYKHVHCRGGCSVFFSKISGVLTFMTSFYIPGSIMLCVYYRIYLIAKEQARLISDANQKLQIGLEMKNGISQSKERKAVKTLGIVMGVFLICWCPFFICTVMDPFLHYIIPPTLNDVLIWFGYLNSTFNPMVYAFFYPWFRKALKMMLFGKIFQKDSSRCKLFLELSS
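System: CHO RD-HGA16 cells bearing hTAAR1. Reagent: EC80 β-phenethylamine stimulus. Schedule: seeding 17-24 h prior, 75-min 37 °C, 30-min RT dye loading. Signal: Fluo-8 intracellular calcium dye fluorescence, real-time kinetic reads. Read-out: % inhibition from peak post-agonist over basal fluorescence ratio. Benchmarks: vehicle wells and EC80 agonist wells. Replicates: n of 1.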
TAAR1 ag: agonists of human TAAR1; Q96RJ0; CHO RD-HGA16 TAAR1, Fluo-8 calcium fluorescence; vehicle wells 0%, saturating PEA agonist 100%; activation, % at 3 µM; 360,000 tested, 0.99% active; AID 624467;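 active means activation above the mean activation of all test compounds in the run plus 3 SD, cut at about 38% in these data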
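Test system: RD-HGA16 (CHO) cells co-expressing Gα16 and hTAAR1 | Doses: Single dose, 3 µM | Schedule: 17-24 h seeding, 75 min 37 °C dye, 30 min RT | Evaluation: % activation from peak over basal fluorescence ratio, DMSO-to-PEA scaled | Technique: Kinetic Fluo-8 calcium fluorescence | Benchmarks: Low control DMSO, high control PEA (EC100)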
V1R ag counter: counter-screen for oxytocin receptor agonists: human V1a receptor agonists | CHO-V1R cells, Fluo-8 calcium fluorescence, agonist mode; 0% DMSO, 100% 3 nM vasopressin | activation, % at 3 µM | 320,000 tested, 0.25% active | P37288;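 active means activation above the mean activation of all tested compounds plus 3 SD, per screening run, cut at about 20% in these data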;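 further: signal is peak over basal fluorescence ratio across a 100 second FLIPR read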
CHRM1 PAM: positive allosteric modulators of human M1 muscarinic receptor. P11229. CHO-K1 hM1, Fluo-8 calcium fluorescence, ACh EC20; 0% = ACh EC20, 100% = maximal ACh. activation, % at 3 µM. 360,000 tested, 0.088% active. AID 588819; in the data active means activation above about 19%, passing the limit was not always enough
OXTR potentiator: human OXTR potentiation; activation, % at 3 µM; P30559; AID 2445; CHO-OTR cells, Fluo-8 calcium fluorescence, potentiator mode; 0% = oxytocin EC15, 100% = EC100; 320,000 tested, 0.061% active;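 active means activation above that plate's cutoff, the mean activation of tested compounds plus 3 SD, cut at about 6.6% in these data, passing the limit was not always enough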;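 further: 100% uses oxytocin at 75 nM as the full agonist control; some results filed as inactive read as strong as hits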
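Replication – single well per compound, singlicate · Assay system – CHO cell line stably expressing human OTR · Timing – 6 min pre-incubation, 100 s read · Measure – normalized max/min fluorescence ratio, % activation · Doses – 3.0 µM, one dose · Detection – Fluo-8 calcium dye fluorescence · Probe or stimulus – oxytocin near EC15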
CHRM1 antagonist: blocks human M1 muscarinic receptor. 360,000 tested, 1.3% active. inhibition, % at 3 µM. CHO-K1 hM1, Fluo-8 calcium fluorescence, ACh EC80 antagonist;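 active means percent inhibition above its own plate's cutoff, namely the mean of that plate's compound wells plus 3 SD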;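 further: peak over basal fluorescence ratio during 140 s after agonist addition; 0% = ACh EC80 plus DMSO and 100% = DMSO alone without agonist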
CHRM1 agonist: activates human CHRM1 receptor. P11229. AID 588814. activation, % at 3 µM. CHO-K1 hM1, Fluo-8 calcium fluorescence, agonist mode; 0% DMSO, 100% acetylcholine EC100. 360,000 tested, 0.33% active;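 active means activation above the run's mean compound activation plus 3 SD, cut at about 16% in these data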;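 further: peak over basal fluorescence ratio within a 140 s kinetic read after compound addition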
Active calls of the source: *; . = no result given.

SMILES	OXTR ag	CHO parental Ca	TAAR1 antag	TAAR1 ag	V1R ag counter	CHRM1 PAM	OXTR potentiator	CHRM1 antagonist	CHRM1 agonist
Cc1ccc(-c2noc(C3CCN(S(=O)(=O)c4ccc5c(c4)OCCO5)CC3)n2)o1	8.0	-2	17	3	6.5	-6	-12	11	-1
Cn1cnnc1SCC(=O)OCN1C(=O)c2ccccc2C1=O	2.2	0	0	5	1.6	0	-3	-15	-4
CCCc1cc(=O)[nH]c(SCC(=O)Nc2cc(S(=O)(=O)N3CCCCC3)ccc2C)n1	-1.4	-17	-9	0	-0.8	2	-5	0	-5
O=C(NC(=S)NNC(=O)c1cccs1)c1ccccc1	1.1	3	28	37	1.5	-4	-8	19	0
O=C(O)c1nn2c(c1Br)NC(c1ccccc1)CC2C(F)(F)F (configuration not stated)	1.1	-5	6	2	0.7	8	-1	-10	0
CC(O/N=C\c1ccccc1O)C(=O)Nc1ccccc1C(=O)N1CCOCC1 (configuration not stated)	0.2	-14	-2	2	2.0	9	-4	-12	-6
CC1CCCC(NC(=O)CNCc2ccccc2F)C1C (configuration not stated)	6.0	-15	-6	1	0.6	9	-3	-3	-5
CCn1cc(/C=N/NC(=O)c2ccc(C#N)cc2F)c2ccccc21	1.5	-9	20	5	0.1	-6	-2	5	-6
O=C(N/N=C/c1ccc(Cl)c([N+](=O)[O-])c1)c1ccc2nc[nH]c2c1	-0.1	-6	20	11	0.2	1	-14	6	-3
CC(=O)c1cccc(NC(=O)Cn2cnc(S(=O)(=O)N3CCCC3)c2)c1	0.3	-4	-9	2	0.6	15	-6	-17	0
Cc1ccc(/C=C(/C#N)C(=O)NC(=O)Oc2ccccc2)cc1	-0.1	-8	3	2	-1.2	0	1	7	-2
COc1ccc(-n2nc3c(N4CCC(C(=O)NCc5cccc(C)c5)CC4)nnc(C)c3c2C)cc1	-2.7	-29	-22	4	-1.2	-7	-12	4	-6
Cn1c2c(c(=O)n3ncnc13)CCCC2	-0.2	-14	-20	0	1.9	5	3	-7	-2
COc1ccc(-c2csc3nc(-c4ccccc4)oc(=O)c23)cc1OC	1.1	-10	-2	1	0.8	4	1	4	-5
COc1ccc(C2CC(c3cccs3)=NN2C(=O)COC(=O)c2cncc(Br)c2)cc1OC (configuration not stated)	0.2	-8	-13	1	-0.1	2	-26	3	-1
CC1CCCCN1CCNC(=O)c1ccc2c(c1)N(Cc1ccccc1)C(=O)c1ccccc1S2(=O)=O (configuration not stated)	3.9	-24	11	6	4.7	-16	-8	20	-5
CN(C)C(CNC(=O)c1cc(S(=O)(=O)N(C)c2ccccc2)ccc1Cl)c1cccs1 (configuration not stated)	4.0	-15	-7	3	4.8	1	-8	-4	-4
O=C(COC(=O)c1ccc(S(=O)(=O)N2CCCC2)cc1)Nc1ccc(F)cc1F	1.3	3	-6	8	3.0	8	-4	-4	-6
Cc1cc(/C=N/NC(=O)c2cccc([N+](=O)[O-])c2)c(C)n1-c1ccc(Cl)cc1Cl	-2.1	-13	41	-2	0.2	-9	-22	9	-4
O=C1C(C=Nc2ccc(F)cc2)=C(O)c2ccccc21	-1.2	-16	8	13	0.6	15	-15	-14	-3
COc1ccc(OC)c(/C=N/NC(=O)CCc2c(C)n[nH]c2C)c1	-0.6	-10	-4	2	-0.2	4	1	-3	-2
CCc1cc2c(-c3ccccc3)cc(=O)oc2cc1OC(C)C(=O)O (configuration not stated)	-0.5	-14	-10	2	-0.2	10	5	-19	-2
CCc1nnc(NC(=O)CSc2nnc(C)n2-c2ccc(C)cc2)s1	1.6	-4	15	1	-0.7	7	-2	1	3
CC1(Cc2cccc(C(F)(F)F)c2)C(=O)Nc2ccc(-c3ccc(F)c(Cl)c3)cc21 (configuration not stated)	.	.	-28	4	.	6	.	-9	-1
O=C(OCn1ncc(Br)c(Br)c1=O)c1ccc(F)cc1	-2.5	6	.	.	0.1	-1	-14	-13	-6
CN(C)CCNC(=O)C(=O)NCC1OCCN1S(=O)(=O)c1ccc([N+](=O)[O-])cc1 (configuration not stated)	-1.0	-7	-3	0	-0.5	8	-11	-12	-8
Cc1cc(C(=O)OCC(=O)Nc2ccccc2C(F)(F)F)on1	0.7	-6	6	2	1.1	11	-2	4	1
CN1CCN(CC(=O)Nc2cccc(S(=O)(=O)N(C)c3ccccc3)c2)CC1	0.5	-6	-5	1	0.9	19	-6	9	-5
CCCCOC(=O)C1[C@H]2C(=O)N(CCc3ccccc3)C[C@]23C=C[C@H]1O3 (some centres not stated)	-1.5	-21	-18	4	-0.1	12	-9	-11	-1
CC(C)C(OC(=O)C1CCCO1)C(=O)NC1CCCC1 (configuration not stated)	-0.4	-5	3	2	0.2	6	4	-13	-2
CCN(CC)CCN(C)C(=O)c1ccc(OC2CCN(C(=O)C3CC3)CC2)cc1	0.1	-2	-3	1	1.9	-16	-6	9	-14
CCOc1ccc(N2C(=O)/C(=C/c3ccccn3)SC2=S)cc1	0.2	-5	.	.	-0.4	.	-10	.	.
CC1(C)Cc2c(sc(NC(=O)C(=O)NCC3CCCO3)c2C(N)=O)CO1 (configuration not stated)	0.1	-10	5	1	0.6	9	1	-8	0
COc1cc2[nH]c(O)c(C=O)c2cc1OC	.	.	5	0	.	6	.	-15	-1
COC(=O)c1sccc1N/C=C(\C#N)S(=O)(=O)C(C)(C)C	-0.7	-2	-5	0	0.2	7	-12	-9	-3
CC1(C)O[C@@H]2[C@H](O1)[C@@H](COS(=O)(=O)O)O[C@H]2n1ccc(=O)[nH]c1=O	2.8	4	10	0	0.9	2	0	6	3
O=C(Nc1ccccc1)N(C1=NCCC1)c1ccc(OC(F)F)cc1	-1.5	-9	20	14	-0.1	3	-10	-7	-5
Cc1cc(Br)ccc1OCCCCN1CCC(C)CC1	8.4	-15	-4	7	5.9	-27	-2	53*	-11
C(=NCCCN1CCOCC1)c1ccc2c(c1)OCO2	0.7	5	13	1	2.0	-1	-2	-1	-3
NC(=O)NN=C(C1CC1)C1CC1	.	.	5	2	.	0	.	-7	-3

Arranged by molecular weight (lowest first): 3 of the compounds above.
SMILES	OXTR ag	CHO parental Ca	TAAR1 antag	TAAR1 ag	V1R ag counter	CHRM1 PAM	OXTR potentiator	CHRM1 antagonist	CHRM1 agonist
C(=NCCCN1CCOCC1)c1ccc2c(c1)OCO2	0.7	5	13	1	2.0	-1	-2	-1	-3
CCc1cc2c(-c3ccccc3)cc(=O)oc2cc1OC(C)C(=O)O (configuration not stated)	-0.5	-14	-10	2	-0.2	10	5	-19	-2
CC1(C)Cc2c(sc(NC(=O)C(=O)NCC3CCCO3)c2C(N)=O)CO1 (configuration not stated)	0.1	-10	5	1	0.6	9	1	-8	0

Next part.
SMILES	OXTR ag	CHO parental Ca	TAAR1 antag	TAAR1 ag	V1R ag counter	CHRM1 PAM	OXTR potentiator	CHRM1 antagonist	CHRM1 agonist
CCOC(=O)c1cc(NC(=O)CNCC(c2ccccc2)N(C)C)cc(C(=O)OCC)c1 (configuration not stated)	0.5	-12	-13	2	1.7	-6	-9	-4	-6
Cn1c(CN2CCOCC2)nnc1SCc1ccc(C#N)cc1	-0.6	-2	-9	4	0.6	10	-13	-19	-2
Cc1cc(C)c(NC(=O)CSc2nnc(CNC(=O)c3c(F)cccc3Cl)o2)c(C)c1	0.2	-9	-16	2	0.6	3	5	-8	-4
Cc1ccc(CNC(=O)N2CCN(C)CC2)cc1	0.2	-12	-13	0	0.9	0	1	-15	-11
O=C(OC1CCOC1=O)c1cc(-c2ccc(Cl)cc2)nc2ccccc12 (configuration not stated)	0.0	-25	18	-1	-0.3	7	-2	-10	-2
Cc1cnc(C(=O)OCC(=O)Nc2oc(-c3ccccc3)c(-c3ccccc3)c2C#N)cn1	-0.8	-6	0	6	-0.5	8	-11	-15	1
Clc1cccc(N2CCN(CCCN3CCN(c4ccccc4)CC3)CC2)c1	.	.	-18	6	.	-24	.	19	-4
NC1=NC[C@@H](CC2CCCCC2)N1CCc1cc(C(F)(F)F)cc(C(F)(F)F)c1	-0.5	0	.	.	6.8	-17	4	35*	1
O=C(N/N=C/c1ccc2cccc(OCc3ccccc3)c2n1)c1ccc(Cl)cc1	-1.4	-15	19	10	1.7	-10	-21	34*	-1
CCCC(=O)Nc1ccc(C(=O)Nc2nnc(COC)s2)cc1	-0.1	4	12	9	0.1	9	-4	-7	0
CC(=O)c1ccc(NC(=O)/C(=C\c2ccccc2)NC(=O)/C=C/c2ccccc2)cc1	-2.0	-4	11	5	1.2	1	-13	-2	-4
CCOC(=O)[C@H]1O[C@@H]1C(=O)N[C@@H](CC(C)C)C(=O)NCCC(C)C	1.0	-10	.	.	0.4	-3	-4	-23	-1
COc1ccc(-c2nnc(NC(=O)c3ccc(S(=O)(=O)N4CCCc5ccccc54)cc3)o2)cc1	-1.2	2	.	.	-0.8	8	-3	-33	-4
CCOC(=O)c1cnc(-n2nc(C)cc2C)nc1Nc1cccc(C(=O)O)c1	0.8	2	20	1	0.8	7	0	-9	-5
O=C(NC1=NCCS1)c1ccc(Cl)s1	0.1	2	7	9	-0.4	0	-3	0	-3
CCOc1ccc(C(=O)NC(=S)Nc2ccc(NC(=O)c3ccco3)cc2)cc1[N+](=O)[O-]	-0.4	-14	-4	4	0.1	6	-11	-4	-6
CC(C)COC(=O)N(C)C[C@H]1OCc2cnnn2CCCC(=O)N([C@H](C)CO)C[C@H]1C	.	.	-20	0	.	9	.	-17	-1
CN1CCC(OC(=O)c2cc3cc(Br)ccc3oc2=O)CC1	-0.8	-1	-8	1	0.8	-12	-1	10	-8
CCOc1nc(OCC)nc(N2CCC(C)CC2)n1	-2.8	-4	5	-3	-1.8	2	3	-19	-5
COC(=O)c1ccccc1NC(=O)CN1CCCCC1	-2.2	-4	-6	3	-1.5	6	-3	-5	-12
COC/C=C/C1=CC2=CC(=O)C(C)(OC(=O)c3cnc4ccccc4n3)C(=O)C2=CN1C1CC1 (configuration not stated)	-1.2	-8	6	13	1.1	22	-12	-8	0
C/C=N/NC(=O)CCNC(=O)c1ccccc1	-0.5	-9	-5	8	-0.8	-4	3	1	-4
COCCN1C2=C(C(=O)CC(C)(C)C2)C(c2ccc(OC)c(OC)c2)C2=C1CC(C)(C)CC2=O	-0.1	-4	-6	0	0.8	25	-13	-22	0
COC(=O)CN1C(=O)N/C(=C/c2cc(OC)c(OC)cc2C)C1=O	1.0	-6	17	2	0.3	6	-2	-8	-3
